# ADAM17 inh: inhibits human ADAM17. inhibition, % at 6.95 µM. recombinant ADAM17, EDANS/DABCYL FRET peptide cleavage. AID 720648. P78536. 0.83% of 370,000 active;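 active means inhibition above the mean of compounds lying between control limits plus 3 SD, set per campaign, cut at about 8.5% in these data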;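 further: 0% = DMSO-only wells as the low control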
# hgDAF12 agonist: agonists of H. glycines DAF-12 nuclear receptor. 1.8% of 370,000 active. HEK293 GAL4-hgDAF12 UAS-luciferase reporter, agonist luminescence; normalized to butyrate control. activation, % at 6.8 µM. AID 687014;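 active means activation above a cutoff set at the mean of all screened compounds plus 3 SD, cut at about 10% in these data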;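 further: 0% = DMSO wells and 100% = sodium butyrate wells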
# ADAM10 inh: ADAM10 inhibition, QFRET primary screen; recombinant ADAM10, EDANS/DABCYL FRET peptide cleavage, 3 h; inhibition, % at 7 µM; 0.62% of 370,000 active;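 active means inhibition above a per-campaign cutoff equal to the mean of compounds falling between control-based bounds plus 3 SD, cut at about 20% in these data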;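 further: 0% = DMSO wells while the 100% control is not disclosed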
# ssDAF-12 act: activates DAF-12 receptor from parasite S. stercoralis; 1% of 370,000 active; AID 652126; HEK293 ssDAF-12/GRIP1 lit1-tk-luc reporter, luminescence; % of 3 µM dafachronic acid response; activation, % at 6.8 µM;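 active means activation above the mean over all tested compounds plus 3 SD, cut at about 0.9% in these data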;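 further: 0% = DMSO-only wells and 100% = 3 µM delta7-dafachronic acid wells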
# PLCb3 inh: inhibitors of human phospholipase C beta3 | Q01970 | Purified PLC-beta3, fluorogenic substrate, fluorescence | inhibition, % at 12.2 µM | 0.18% of 370,000 active | AID 720704; in the data active means inhibition above about 11%;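 further: 0% = median of compound wells on plate and 100% = full blocker control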
# Target sequence (Q01970 whole entry, looked up): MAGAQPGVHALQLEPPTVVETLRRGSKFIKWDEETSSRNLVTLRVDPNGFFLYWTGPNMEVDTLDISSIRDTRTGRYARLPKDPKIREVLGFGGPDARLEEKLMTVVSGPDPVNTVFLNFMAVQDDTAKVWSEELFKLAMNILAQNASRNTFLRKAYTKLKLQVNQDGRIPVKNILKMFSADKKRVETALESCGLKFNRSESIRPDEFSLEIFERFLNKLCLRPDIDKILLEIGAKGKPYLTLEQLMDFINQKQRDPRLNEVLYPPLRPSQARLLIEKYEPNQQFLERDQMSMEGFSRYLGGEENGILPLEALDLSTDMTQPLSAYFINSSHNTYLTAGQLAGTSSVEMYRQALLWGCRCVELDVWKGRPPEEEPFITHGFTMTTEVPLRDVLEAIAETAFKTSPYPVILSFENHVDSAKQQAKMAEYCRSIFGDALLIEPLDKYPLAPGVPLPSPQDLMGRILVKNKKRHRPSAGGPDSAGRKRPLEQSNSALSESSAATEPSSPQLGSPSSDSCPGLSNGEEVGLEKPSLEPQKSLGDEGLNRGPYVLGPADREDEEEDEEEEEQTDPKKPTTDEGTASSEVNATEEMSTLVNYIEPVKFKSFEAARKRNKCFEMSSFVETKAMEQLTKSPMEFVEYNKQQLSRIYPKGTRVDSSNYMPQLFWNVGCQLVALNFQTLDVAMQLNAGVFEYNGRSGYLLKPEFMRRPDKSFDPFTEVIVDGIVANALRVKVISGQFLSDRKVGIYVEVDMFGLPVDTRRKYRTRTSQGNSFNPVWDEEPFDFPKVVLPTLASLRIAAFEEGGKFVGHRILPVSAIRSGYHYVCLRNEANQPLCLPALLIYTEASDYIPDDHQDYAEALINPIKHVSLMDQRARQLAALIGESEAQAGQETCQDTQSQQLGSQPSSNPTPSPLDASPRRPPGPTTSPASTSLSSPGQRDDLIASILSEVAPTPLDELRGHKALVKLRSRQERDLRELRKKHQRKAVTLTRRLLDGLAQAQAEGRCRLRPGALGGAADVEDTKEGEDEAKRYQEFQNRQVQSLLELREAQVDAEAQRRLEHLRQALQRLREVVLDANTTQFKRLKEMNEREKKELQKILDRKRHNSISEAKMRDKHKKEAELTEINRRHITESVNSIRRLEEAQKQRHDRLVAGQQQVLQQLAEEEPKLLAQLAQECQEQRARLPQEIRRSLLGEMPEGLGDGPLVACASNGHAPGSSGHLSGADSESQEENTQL
# hcDAF12 agonist: activates DAF-12 receptor from parasite H. contortus | HEK293 hcDAF-12 lit1-tk-luc reporter, luminescence; 0% DMSO, 100% Δ7-dafachronic acid | activation, % at 6.8 µM | 1.4% of 370,000 active;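 active means activation above the mean of all tested compounds plus 3 SD, cut at about 5.5% in these data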;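 further: 100% = response to 3 µM Δ7-dafachronic acid high control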
# PLC-gamma1 inh: blocks human PLC-gamma1 enzyme activity. purified PLC-gamma1, fluorogenic substrate, fluorescence. inhibition, % at 12.2 µM. 0.84% of 370,000 active; in the data active means inhibition above about 9.5%
# DAX1 inh-1: blocks DAX1 repression of SF-1 activated StAR promoter. HEK293T StAR-luciferase reporter, SF-1/DAX-1 repression relief. inhibition, % at 6.8 µM. 1.1% of 370,000 active. AID 652010;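 active means inhibition above the mean over all tested compounds plus 3 SD, cut at about 3.6% in these data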;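 further: 0% = DAX-1 cells with DMSO and 100% = cells lacking DAX-1 with DMSO; higher inhibition means more luminescence from relief of DAX-1 repression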
# FXN GAA850 act: increases GAA850 frataxin promoter reporter activity | activation, % at 6 µM | 0.56% of 360,000 active | HEK293 lucGAA850 FXN promoter luciferase reporter, 24 h; percent of 10 µM SAHA response | AID 540364;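 active means activation above the average of all compounds screened plus 3 SD, cutoff fixed separately per campaign, cut at about 7.5% in these data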;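 further: 0% = DMSO wells and 100% = 10 µM SAHA wells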
# DAX1 inh-2: inhibits human nuclear receptor DAX1; HEK293 Gal4-DAX1 luciferase reporter, luminescence; inhibition, % at 6.75 µM; 0.99% of 340,000 active; P51843; AID 504766;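 active means inhibition above the mean over all tested compounds plus 3 SD, cut at about 4.2% in these data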;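 further: 0% = DAX1-transfected cells with DMSO and 100% = empty-vector control cells with DMSO; inhibition shows as a rise in luminescence from relieved DAX1 repression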
# HGIII-sPLA2 inh: Inhibits HGIII-sPLA2 liposome hydrolysis, primary screen. QFRET BODIPY PC-A2 liposome hydrolysis, fluorescence. 0.56% of 370,000 active. Q9NZ20. inhibition, % at 12.2 µM;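 active means inhibition above mean plus 3 SD of compounds lying within the high and low control bounds, cut at about 19% in these data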;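 further: 0% = median of test compound wells and 100% = no enzyme DMSO wells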
# * marks the source's active call; other numbers are inactive results; i = inactive; / = not tested or not shown.
SMILES,ADAM17 inh,hgDAF12 agonist,ADAM10 inh,ssDAF-12 act,PLCb3 inh,hcDAF12 agonist,PLC-gamma1 inh,DAX1 inh-1,FXN GAA850 act,DAX1 inh-2,HGIII-sPLA2 inh
O=[N+]([O-])c1ccc(N2CCN(C(=S)Nc3ccc(F)cc3)CC2)cc1,-5,0.7,-2,-2.0,-5,-1.2,-1,-0.2,-1.6,-0.1,3
COc1ccc(CC(=O)Nc2ccc(S(=O)(=O)N3CCOCC3)cc2)cc1,-7,-1.1,-3,-1.2,-6,-1.9,0,-0.7,-0.3,0.5,-8
COc1ccc(C(=O)Nc2ccc(C(=O)NCCc3ccccc3)cc2)cc1,1,0.6,1,-1.4,2,0.1,0,0.1,1.9,1.8,-4
CCN(C(=O)c1cn(C)c(=O)c2cc(OC)c(OC)cc12)c1cc(OC)ccc1OC,-4,-1.2,-7,-1.4,-1,-1.0,4,-1.0,-2.1,0.2,7
CC(=O)c1cccc(CN2CCC(CO)(CCOc3ccccc3)CC2)c1,0,-2.7,-5,-1.6,7,-0.8,8,0.6,0.9,-1.1,-7
CC(=O)C1=C(C)NC(C)=C(C(C)=O)C1c1cccs1,0,-2.0,-7,-1.1,-14,-0.9,-7,0.7,2.1,1.0,7
COc1cc(/C=C/C(=O)OCC(=O)NC(=O)NC2CCCCC2C)ccc1OC(F)F (configuration not stated),5,0.3,7,-1.2,-6,-0.8,2,-0.1,-1.8,0.6,0
Cc1ccsc1/C=N/Nc1ncc(Cl)cc1Cl,-3,11*,-10,0.1,-5,3.5,-4,3.2,1.7,1.4,2
CCOC(=O)C1=C(C)NC(=O)CC1c1cc(OC)c(OC)cc1Br (configuration not stated),1,-1.7,-6,-1.1,2,-1.3,1,-1.2,1.9,1.0,-9
Cc1ccc(NC(=O)CC(NCCN2CCOCC2)C(=O)O)cc1Cl (configuration not stated),-1,-0.1,0,-1.2,2,2.2,2,-0.1,3.2,2.2,3
CCOC(=O)C1=C(CSc2nc3c(cc2C#N)CCC3)OC(N)=C(C#N)C1c1ccccc1 (configuration not stated),-30,2.2,-96,-0.5,-124,-0.5,-98,0.7,0.9,-1.1,-8
CCn1c(-c2ccc(N)cc2)nc2ccccc21,-40,8.9,-160,-0.8,-17,5.2,-11,1.6,1.7,1.4,9
COc1cc2c(cc1OC)C(c1ccc(N(C)C)cc1)NCC2 (configuration not stated),-5,0.4,-1,-1.0,-9,-0.6,-1,-0.1,-1.4,0.0,3
COc1ccc(OC)c(S(=O)(=O)NCC2CCN(C(=O)C(=O)c3cc4ccccc4o3)CC2)c1,-1,-2.3,3,-1.0,0,-2.2,0,-0.6,/,/,-23
CC(C)C(NC(=O)c1ccc(F)cc1)C(=O)N1CCN(c2ccccn2)CC1 (configuration not stated),-3,-1.6,-6,-0.5,-1,-0.7,1,0.0,-7.4,-0.5,2
CC(=O)c1ccc(NC(=O)C(=O)c2cn(CC(=O)N3CCCCC3)c3ccccc23)cc1,2,-0.3,9,-1.1,7,-0.2,6,0.1,0.3,0.4,2
O=[N+]([O-])c1cccc(Cl)c1CSc1ccccn1,1,1.0,-2,-1.9,2,-1.3,-1,0.4,5.0,1.2,-3
COc1ccc(CCNC(=O)C/C(C)=N/NC(=O)c2ccc(N)cc2)cc1OC,-3,5.8,3,0.9*,-12,4.0,1,0.6,2.6,0.9,10
Cc1ccc(OCC(=O)NCCCNC(=O)c2ccncc2)cc1C,0,0.0,10,-0.7,-4,-1.0,4,0.2,2.0,-0.9,6
COc1cccc(NC(=O)CN2C(=O)COc3ccc(Cl)cc32)c1,-2,-4.2,-7,-2.1,0,0.0,1,0.7,0.4,-1.6,-2
Cc1cc2cc(CCNC(=O)c3cccs3)c(=O)[nH]c2cc1C,-10,8.6,-58,-1.2,-6,1.7,-1,1.6,2.0,-0.3,6
CCOC(=O)CSc1nc(-c2ccccn2)ncc1OC,-6,-1.5,2,-1.5,-2,-0.8,-1,-0.6,4.2,-0.5,7
CCCn1c(=S)[nH]c2ccc(C(F)(F)F)cc21,-3,-3.4,-5,-2.2,-9,-1.3,-2,-1.0,-0.3,-0.1,6
CCCn1nc(CC(=O)O)c2ccccc2c1=O,-5,1.6,-1,-0.7,-5,-1.0,0,-0.5,2.0,0.3,-7
O=C(NOCc1ccccc1)c1ccc(Cl)cc1Cl,6,0.7,-6,-0.8,1,1.5,9,1.3,-3.6,-2.7,-10

# The closing 7 compounds of the section above lead into the next.
SMILES,ADAM17 inh,hgDAF12 agonist,ADAM10 inh,ssDAF-12 act,PLCb3 inh,hcDAF12 agonist,PLC-gamma1 inh,DAX1 inh-1,FXN GAA850 act,DAX1 inh-2,HGIII-sPLA2 inh
Cc1ccc(OCC(=O)NCCCNC(=O)c2ccncc2)cc1C,0,0.0,10,-0.7,-4,-1.0,4,0.2,2.0,-0.9,6
COc1cccc(NC(=O)CN2C(=O)COc3ccc(Cl)cc32)c1,-2,-4.2,-7,-2.1,0,0.0,1,0.7,0.4,-1.6,-2
Cc1cc2cc(CCNC(=O)c3cccs3)c(=O)[nH]c2cc1C,-10,8.6,-58,-1.2,-6,1.7,-1,1.6,2.0,-0.3,6
CCOC(=O)CSc1nc(-c2ccccn2)ncc1OC,-6,-1.5,2,-1.5,-2,-0.8,-1,-0.6,4.2,-0.5,7
CCCn1c(=S)[nH]c2ccc(C(F)(F)F)cc21,-3,-3.4,-5,-2.2,-9,-1.3,-2,-1.0,-0.3,-0.1,6
CCCn1nc(CC(=O)O)c2ccccc2c1=O,-5,1.6,-1,-0.7,-5,-1.0,0,-0.5,2.0,0.3,-7
O=C(NOCc1ccccc1)c1ccc(Cl)cc1Cl,6,0.7,-6,-0.8,1,1.5,9,1.3,-3.6,-2.7,-10
COC(=O)c1cc2ccccc2n1Cc1ccc(Cl)nc1,-2,-1.8,-4,-1.1,-4,-0.2,-2,-0.1,1.2,-0.1,-5
O=C(NCCCN1CCOCC1)C(Sc1ccccc1)c1ccccc1 (configuration not stated),-3,1.9,-5,-1.0,-1,1.1,1,0.4,1.0,1.4,-4
CCN(CC)CCCNC(=O)C1CCN(C(=O)c2oc3cc4sc(N(C)C)nc4cc3c2C)CC1,-52,1.2,-149,-0.8,i,-0.2,-319,-0.1,3.9,0.0,-1
Cc1ccc(Cn2cc(CN3CC(N(C)C)CS3(=O)=O)nn2)cc1 (configuration not stated),1,-0.8,0,-0.4,1,0.3,2,0.1,/,/,4
CCN(C(=O)CSc1nnc(C(C)N(C)C)n1-c1ccc(F)cc1)C1CCS(=O)(=O)C1 (configuration not stated),2,1.1,-12,-1.1,-5,-0.4,0,0.6,0.4,0.3,10
c1ccc(Cc2cc[n+](Cc3ccccn3)cc2)cc1,-1,-0.7,2,-1.3,-3,0.2,3,-0.3,1.7,1.4,-1
CCOc1ccccc1C(=O)N(CN1CCCC1=O)c1cccc(Cl)c1,2,-2.2,1,-0.9,2,0.2,-1,-0.5,-5.1,0.4,-1
COc1ccc(C2=NS(=O)(=O)N(C)C(C(=O)NC3CCCC3)=C2)cc1,-10,0.6,-34,-1.8,-80,0.3,-65,-1.1,-0.6,-0.4,7
CN1CCN(S(=O)C23CC4CC(CC(C4)C2)C3)CC1 (configuration not stated),0,2.2,-3,-1.1,1,-0.6,0,0.9,-0.2,-1.6,-2
COc1ccccc1C1CCN(C(=O)c2ccc(C(C)(C)C)cc2)CC1,1,-1.9,2,-1.1,-3,-1.2,-2,-0.5,0.2,-1.7,-9
CC(C)C(=O)N1CCN(c2ccc([N+](=O)[O-])cc2Cl)CC1,2,-0.7,-3,-1.0,1,-2.4,-1,-0.9,-0.4,0.8,-13
CC(=O)NC(CC(=O)Nc1nccs1)c1ccccc1 (configuration not stated),0,-1.6,7,-0.7,-2,-0.9,3,0.2,-1.6,-0.5,-2
COCC(C)NC(=O)C1CC(=O)N(c2ccc(C)cc2)C1 (configuration not stated),1,0.5,8,-1.3,2,-0.3,4,-0.3,0.0,2.5,0
COc1ccc(Nc2nc3ccc(C)cn3c(=O)c2/C=N/O)cc1,2,-0.1,-8,-1.6,-4,-1.7,0,-0.2,-0.7,1.6,-1
COc1ccc(CCN2C(=O)NC(NC(=O)CC(C)C)(C(F)(F)F)C2=O)cc1OC (configuration not stated),5,-1.8,-10,-1.4,2,-2.4,2,0.1,-3.5,0.6,13
Cc1ccc(NS(=O)(=O)c2ccc(C(=O)N3CCCC(C(F)(F)F)C3)cc2)cc1 (configuration not stated),-1,-4.3,2,-1.7,-1,-1.4,-2,-2.8,-0.2,-1.4,-17
COc1cc(CN2C(=O)C(CCc3ccccc3)ON=C2c2cnccn2)cc(OC)c1 (configuration not stated),4,-0.1,5,-0.9,3,-0.9,2,-0.5,-1.4,/,-3
O=C(Nc1nccs1)c1nc[nH]c1C(=O)N1CCc2ccccc2C1,-1,3.1,-6,-0.6,1,0.5,3,-0.6,-0.6,-0.2,4
O=C(O)C(Cc1ccc(F)cc1)c1ccccc1 (configuration not stated),5,0.4,5,-0.9,-5,-1.4,6,0.3,-0.6,-1.0,9
CCN(CC)S(=O)(=O)c1ccc(NN=C2CCN(C)CC2)c([N+](=O)[O-])c1,1,-5.0,1,-2.1,-2,-2.8,1,-1.7,2.0,-1.1,-2
CCOc1ccc(N(Cc2ccc(OC)c(OC)c2)C(=O)c2ccco2)cc1,3,-0.8,8,-1.7,0,-0.3,-2,-1.0,1.0,1.0,0
CC1CCN(C(=S)c2ccccc2O)CC1,-2,0.8,-3,-0.8,-1,1.4,-2,-0.1,-0.2,-0.4,2
Cc1cc2cc(CNC(=O)c3ccc(S(=O)(=O)N4CCCCC4)cc3)ccc2[nH]1,5,-1.2,1,-1.6,-16,1.2,-11,-0.4,-0.1,-0.5,-4
O=C(COC(=O)Cc1ccc(Cl)cc1)NCc1ccco1,-3,-1.4,-6,-0.5,-6,-0.3,-6,0.7,0.3,-0.8,-3
COc1cc(CN(CC2CCCO2)C(=O)c2ccco2)cc(OC)c1OC (configuration not stated),-4,0.5,0,-1.0,1,0.1,6,0.0,0.0,-0.6,7
COc1ccc(-c2cc(C(=O)OCC(=O)N3CCCCC3)c3ccccc3n2)cc1OC,-4,9.4,-17,-0.9,-278,-1.3,-206,-5.3,-1.2,-1.9,-9
Cc1ccccc1S(=O)(=O)Cc1ccc(C(=O)NC2CC2)o1,-6,-0.5,-11,-0.6,0,-3.0,-1,-0.6,1.2,0.5,11
CCNC(=S)/C(=C(/[O-])c1ccc([N+](=O)[O-])cc1)[n+]1ccccc1,-1,0.3,7,-1.7,-10,0.0,-3,0.7,-1.5,1.6,-4

# Screening results from PubChem BioAssay.

# Compounds were not picked by outcome, and some 6.9% of all compounds hit somewhere here.
